# D2 antagonist: HTS Assay for Allosteric Antagonists of the Human D2 Dopamine Receptor: Primary Screen for Antagonists; D(2) dopamine receptor (Homo sapiens), P14416; HEK293 TREx D2 cells, calcium flux, dopamine EC80; inhibition, % at 10 µM; actives 2% (n = 340,000); AID 485344, 2010; in the data active = inhibition above about 30%; also: 0% is about no effect
# Target sequence (P14416 whole entry, looked up): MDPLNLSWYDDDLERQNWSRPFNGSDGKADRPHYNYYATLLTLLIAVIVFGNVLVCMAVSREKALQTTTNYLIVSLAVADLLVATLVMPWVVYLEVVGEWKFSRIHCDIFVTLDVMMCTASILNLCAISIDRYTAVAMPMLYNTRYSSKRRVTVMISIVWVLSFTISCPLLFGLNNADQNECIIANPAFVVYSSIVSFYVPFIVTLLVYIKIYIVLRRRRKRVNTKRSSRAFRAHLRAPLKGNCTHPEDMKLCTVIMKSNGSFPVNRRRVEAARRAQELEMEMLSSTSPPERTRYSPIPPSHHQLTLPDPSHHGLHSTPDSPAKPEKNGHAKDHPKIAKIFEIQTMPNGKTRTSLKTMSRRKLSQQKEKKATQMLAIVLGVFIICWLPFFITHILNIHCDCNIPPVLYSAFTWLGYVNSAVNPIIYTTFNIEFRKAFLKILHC
#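 Read-out: kinetic calcium fluorescence (1 cycle/s) in inducible HEK293 T-REx D2 cells after an EC80 dopamine addition that followed 180 s compound preincubation. Loss of the dopamine response indicates antagonism.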
# Glioma ERSR ind: qHTS for Inducers of the Endoplasmic Reticulum Stress Response (ERSR) in Human Glioma: qHTS; Potency, µM, without a hit: top-dose activation, usual class: activators; U87-MG GRP78 promoter luciferase reporter, 16 h; actives 0.02% (n = 420,000); also: potency is read from the fitted curve at half-maximal effect; series mostly up to about 76 µM; % of control where 0% means no effect; nearly all actives have a fitted effect of over 35% in size
#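 ERSR induction read as luciferase luminescence (Bright-Glo, 10 min at room temperature) in stably transfected human U87-MG glioma cells exposed to compounds for 16 h, using GRP78 as sensor.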
# Vif-A3F inh: qHTS for Inhibitors of Vif-A3F Interactions: qHTS; HeLa A3F-eYFP + Vif (tagged APOBEC3F with the HIV-1 protein that degrades it), YFP fluorescence increase; Potency, µM (highest dose often 46.1 µM), inactives show at the highest dose activity, negative = active; actives 0.2% (n = 390,000); also: potency is read from the fitted curve at half-maximal effect; % of control where 0% means no effect; nearly all actives have a fitted effect of over 65% in size
#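 Fluorescence increase (Ex 488/Em 500-530) after overnight compound treatment at 37 deg C flags inhibition of Vif-driven A3F-eYFP loss in stable HeLa A3F-eYFP/Vif cells seeded overnight beforehand.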
# LDHA block: qHTS assay for inhibitors of human lactate dehydrogenase. L-lactate dehydrogenase A chain (Homo sapiens), P00338. purified LDHA, NADH/diaphorase-resazurin fluorescence; stronger effect = lower value. activity change, % (values are at about 110 or 230 µM). actives 0.15% (n = 480,000); in the data active = activity change below about -30%; inconclusive = mostly about -25% to -30%;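 also: plate controls were DMSO wells for no effect and wells without enzyme for full effect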
#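 LDH5 2 nM; NADH 0.06 mM, pyruvate 0.2 mM; 200 mM Tris pH 7.4, EDTA, Tween-20; 5 min RT. Detection: diaphorase 0.133 mg/mL + resazurin 37 µM, fluorescence ex540/em590 at 0 and 20 min; normalized to enzyme-free and DMSO wells.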
# RGS4 inh: Inhibitors of Regulator of G Protein Signaling (RGS) 4: qHTS; Regulator of G-protein signaling 4 (Homo sapiens), P49798; Transcreener GDP fluorescence polarization, RGS4-accelerated GTP hydrolysis; Potency, µM (top dose mostly 114 µM), inactives show at the highest dose activity change, negative = inhibition, most hits filed as inhibitors; actives 0.039% (n = 390,000); also: potency is read from the fitted curve at half-maximal effect; % is scaled to controls: 0 for no effect and ±100 for the full control effect; nearly all actives have a fitted effect of over 75% in size; some results filed as inactive show a strong effect at the top dose
# Target sequence (P49798 whole entry, looked up): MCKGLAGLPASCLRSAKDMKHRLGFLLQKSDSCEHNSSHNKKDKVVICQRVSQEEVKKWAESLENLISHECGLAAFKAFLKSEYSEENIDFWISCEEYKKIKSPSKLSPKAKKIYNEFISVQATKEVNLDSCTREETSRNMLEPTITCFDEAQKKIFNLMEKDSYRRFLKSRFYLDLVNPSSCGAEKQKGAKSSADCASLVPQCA
#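 MLSMR compounds (23 nl, pin-transferred) preincubated 10 min at room temperature with a 500nM (2x) first reagent, then RGS4 at 900nM (2x) plus Transcreener GDP mix added; fluorescence polarization (620/688 nm) read before and after 90 min at 30 °C.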
# D2 agonist: HTS Assay for Allosteric Agonists of the Human D2 Dopamine Receptor: Primary Screen for Agonists; D(2) dopamine receptor (Homo sapiens), P14416; HEK293 T-REx D2 cells, calcium flux agonist mode; activation, % at 2 µM; actives 0.53% (n = 340,000); AID 485358, 2010;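 active = activation over 3 SD above normal in the single-dose calcium agonist read, cut at about 30% in these data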; also: 0% is about no effect
#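 HEK293 Trex D2 cells, tetracycline-induced, o/n 30 C 5% CO2; no-wash Ca dye, RT 30–90 min; 10-cycle baseline, 23 nl cpd added, kinetic Ca read 180 s; agonist hits = positive Ca response.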
# ERG Ets-DNA blk: qHTS for Small Molecule Inhibitors of the ERG Ets/DNA interaction; Transcriptional regulator ERG (Homo sapiens), P11308; fluorescence polarization, His-ERG Ets domain / labelled DNA; Potency, µM (top dose mostly 76.9 µM), for the others: at the top dose FP activity, negative = inhibition, usual class: inhibitors; actives 0.028% (n = 370,000); active = well fitted inhibition curve with a large enough effect in the polarisation, with a control signal flat; inconclusive = small, poorly fitted or top-dose-only effect, or effect the other way, or a change in a side signal; inactive = no such curve, though single readings can be large or run the other way; the % refers to the polarisation;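 also: polarization taken with two DNA probes labelled with fluorescein and Texas red; potency is read from the fitted curve at half-maximal effect; % of control where 0% means no effect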
#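 His-tagged ERG Ets domain (1 uM in the protein solution; 300mM KCl, 50mM Tris-HCl, 1mM EDTA, 1mM DTT, pH 7.5) received compound, then a probe mix of 5 nM fluorescein-DNA and 100nM Texas-615-DNA. Fluorescence polarization was read for both dyes.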
# Vif-A3G inh: qHTS for Inhibitors of Vif-A3G Interactions: qHTS | DNA dC->dU-editing enzyme APOBEC-3G (Homo sapiens), Q9HC16 | HeLa A3G-eYFP + Vif (tagged APOBEC3G with the HIV-1 protein that degrades it), YFP fluorescence, overnight | Potency, µM (titrated, usually from 46.1 µM), for the others: at the top dose activity, negative = active, most hits filed as inhibitors | actives 0.076% (n = 410,000) | AID 602310, 2012;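 also: potency is read from the fitted curve at half-maximal effect; % is scaled to controls: 0 for no effect and ±100 for the full control effect; nearly all actives have a fitted effect of over 60% in size; hits raise eYFP signal because A3G escapes Vif-driven loss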
# Target sequence (Q9HC16 whole entry, looked up): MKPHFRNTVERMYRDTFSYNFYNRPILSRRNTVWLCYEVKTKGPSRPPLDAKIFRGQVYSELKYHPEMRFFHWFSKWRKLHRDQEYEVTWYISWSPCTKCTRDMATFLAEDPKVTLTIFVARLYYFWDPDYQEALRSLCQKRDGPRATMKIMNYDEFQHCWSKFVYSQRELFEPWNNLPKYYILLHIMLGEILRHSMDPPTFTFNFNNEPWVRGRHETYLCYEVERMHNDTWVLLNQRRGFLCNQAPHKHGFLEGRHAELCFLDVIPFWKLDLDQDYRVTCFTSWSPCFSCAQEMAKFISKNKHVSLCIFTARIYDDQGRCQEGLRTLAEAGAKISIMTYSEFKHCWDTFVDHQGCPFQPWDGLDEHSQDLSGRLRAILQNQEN
#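 Read-out is eYFP fluorescence (Ex 488/Em 500-530) from Vif-expressing HeLa A3G-eYFP cells; more signal means A3G escaped Vif-mediated degradation. Cells plated overnight, compound pinned in, incubated overnight at 37 deg C.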
# ALOX12 inh: Primary qHTS assay for inhibitors of human arachidonate 12S-lipoxygenase (ALOX12): Round 2; AID 1671190, 2021; Potency, µM (titrated, usually from 108 µM), inactives show at the top dose activity change, negative = inhibition, hits mostly inhibitors; Polyunsaturated fatty acid lipoxygenase ALOX12 (Homo sapiens), P18054; actives 1.1% (n = 580,000); purified 12hLO, xylenol orange hydroperoxide absorbance; also: potency is read from the fitted curve at half-maximal effect; % is scaled to controls: 0 for no effect and ±100 for the full control effect
#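 Purified human 12hLO (150 nM final) in 25 mM Hepes, 0.01% Triton X-100, pH 7.0 was preincubated 15 min at room temperature with compound. Then 40 uM arachidonic acid was added, 30 min. Hydroperoxide was read by Fe-XO absorbance ratio 573/405 nm.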
# * marks the source's active call; other numbers are inactive results; i = inactive; u = inconclusive; x = no result given; [ ] = dose if it differs, or a comment. Unless noted, calls follow the shape of the dose curve; as a rule, active = well fitted curve in the direction sought with a large enough effect; inconclusive = small, poorly fitted or top-dose-only effect, or another doubt; inactive = no such curve, though single readings can be large; an effect the other way counts as inactive or inconclusive. Some of the compounds tested, so the mix of outcomes need not match the whole.
SMILES	D2 antagonist	Glioma ERSR ind	Vif-A3F inh	LDHA block	RGS4 inh	D2 agonist	ERG Ets-DNA blk	Vif-A3G inh	ALOX12 inh
COc1ccc(CSc2ccc(S(=O)(=O)N3CCCC3)cn2)cc1F	x	-2%	-11%	-7	x	x	x	0%	-18%
COc1ccccc1-c1nnc(SCC(=O)NC2CC2)n1C	-25	-3%	-1%	-14	-2%	-2.6	2%	0%	9%
COc1ccc(Cn2c(=O)c3oc4ccccc4c3n(Cc3cccc(C)c3)c2=O)cc1	x	-3%	-8%	2	-6%	0.1	0%	5%	-23%
O=C(c1ccco1)N1CCN(c2nc3ccsc3c(=O)s2)CC1	12	3%	-4%	-5	-33%	-0.6	-7%	-6%	293%[activator]
COc1ccccc1NC(=S)NNC(=O)c1cc(C)n(C)n1	-17	-2%	0%	-3	-18%	0.3	-3%	3%	0%
N/C(=N\OC(=O)c1ccccc1Cl)c1cccnc1	18	-3%	x	-9	-4%	0.8	9%	-13%	-4%
O=C(c1ccc(Cl)c(S(=O)(=O)N2CCCC2)c1)N1CCN(c2ccc(F)cc2)CC1	8	-1%	1%	-4	23%	0.9	-3%	0%	u
Cc1nc(NC(=O)c2ccccc2)sc1C1(C)CC(c2c(Cl)cccc2Cl)=NO1 (stereo not given)	14	2%	-1%	1	9%	-0.1	9%	-5%	0%
CC(NC(=O)c1cccc(N(C)C)c1)c1ccc(-n2ccnc2)cc1 (stereo not given)	-18	1%	-9%	1	15%	-0.3	-7%	0%	i
CCOC(=O)c1[nH]c(C)c(C(=O)OCC(=O)N(CC)C2CCS(=O)(=O)C2)c1C (stereo not given)	-7	-2%	-10%	-7	-9%	-0.4	-4%	0%	97%[activator]
Cc1ccc(-c2csc3nc(CN(C)Cc4ccccc4)[nH]c(=O)c23)cc1	4	-2%	u	5	-3%	4.0	17%	0%	4%
Cc1ccc(C2/C(=C(\O)c3c(C)nc4c(C)cccn34)C(=O)C(=O)N2CCN(C)C)o1 (stereo not given)	x	-4%	0%	-2	-12%	x	-9%	1%	-27%
O=C1NN=C(c2ccccc2)CC1c1c[nH]c2ccccc12 (stereo not given)	19	-2%	0%	0	-4%	1.4	-14%	-5%	-7%
Cc1nc2ccccc2n1CCc1nc2c3ccccc3nc(SCc3cccc(F)c3)n2n1	x	-4%	1%	1	2%	0.1	7%	-2%	u
CCCNC(=O)C1CC(c2ccccc2C(F)(F)F)=NO1 (stereo not given)	x	0%	7%	-5	11%	x	-10%	0%	-6%
Cc1cc(C(=O)COC(=O)c2ccc(O)cc2)c(C)n1CC1COc2ccccc2O1 (stereo not given)	9	-2%	0%	2	7%	3.6	-5%	0%	-18%
CC(=O)c1ccc(S(=O)(=O)NC2CCCCCCC2)cc1	-3	0%	-3%	5	-43%	-0.4	6%	2%	-2%
COc1cc(C(=O)N/N=C\c2ccccc2)c([N+](=O)[O-])c(OC)c1OC	3	0%	0%	5	11%	0.4	1%	-14%	u
COc1ccnc2c1c(=O)n(Cc1ccc(F)cc1)c(=O)n2C	11	-6%	6%	2	-1%	0.4	-4%	3%	8%
COC(=O)c1ccc(COc2ccc(-c3nn[nH]n3)cc2)cc1	1	0%	6%	0	15%	0.5	-8%	2%	-22%

# Arranged by molar mass (rising): three of the compounds above
SMILES	D2 antagonist	Glioma ERSR ind	Vif-A3F inh	LDHA block	RGS4 inh	D2 agonist	ERG Ets-DNA blk	Vif-A3G inh	ALOX12 inh
CCCNC(=O)C1CC(c2ccccc2C(F)(F)F)=NO1 (stereo not given)	x	0%	7%	-5	11%	x	-10%	0%	-6%
COc1ccc(Cn2c(=O)c3oc4ccccc4c3n(Cc3cccc(C)c3)c2=O)cc1	x	-3%	-8%	2	-6%	0.1	0%	5%	-23%
O=C(c1ccc(Cl)c(S(=O)(=O)N2CCCC2)c1)N1CCN(c2ccc(F)cc2)CC1	8	-1%	1%	-4	23%	0.9	-3%	0%	u

# Some values from the list:
# In LDHA block, COc1cc(C(=O)N/N=C\c2ccccc2)c([N+](=O)[O-])c(OC)c1OC is entered as 5
# In LDHA block, COc1ccc(Cn2c(=O)c3oc4ccccc4c3n(Cc3cccc(C)c3)c2=O)cc1 is entered as 2
# In LDHA block, COC(=O)c1ccc(COc2ccc(-c3nn[nH]n3)cc2)cc1 is entered as 0

# Compound profiles, as listed above. Screens in order: D2 antagonist | Glioma ERSR ind | Vif-A3F inh | LDHA block | RGS4 inh | D2 agonist | ERG Ets-DNA blk | Vif-A3G inh | ALOX12 inh
# Listed for O=C1NN=C(c2ccccc2)CC1c1c[nH]c2ccccc12 (stereo not given) : 19 | -2% | 0% | 0 | -4% | 1.4 | -14% | -5% | -7%
# Listed for COc1cc(C(=O)N/N=C\c2ccccc2)c([N+](=O)[O-])c(OC)c1OC : 3 | 0% | 0% | 5 | 11% | 0.4 | 1% | -14% | u

# (continued)
SMILES	D2 antagonist	Glioma ERSR ind	Vif-A3F inh	LDHA block	RGS4 inh	D2 agonist	ERG Ets-DNA blk	Vif-A3G inh	ALOX12 inh
O=S(=O)(c1ccc(Cl)cc1)c1nc(-c2ccccc2)oc1N1CCN(c2ccccc2)CC1	x	-1%	0%	-3	12%	-1.3	-2%	2%	-8%
COc1ccc(NC(=O)/C(Cl)=C(/Cl)S(=O)Cc2ccc(Cl)cc2)cn1 (stereo not given)	-1	-16%	7%	-1	u	1.6	2%	u	u
CC(=O)NC(c1cccc([N+](=O)[O-])c1)c1ccc2cccnc2c1O (stereo not given)	2	-3%	u	5	19%[56.9 µM]	-0.9	-9%	-8%	11%
COc1ccc(/C=C/C(=O)c2c(O)ccc3c(C)cc(=O)oc23)cc1	-8	-3%	3%	-12	-40%	0.0	-8%	-1%	u
O=C(c1ccc2c(=O)n(-c3ccccc3)c(=O)[nH]c2c1)N1CCN(c2ccc(F)cc2)CC1	-6	-2%	-1%	0	-11%	-0.3	3%	0%	0%
COC(=O)c1ccc(C)c(NC(=O)Cn2c(C)csc2=O)c1	x	-2%	0%	-6	-19%	x	-1%	-3%	u
CCCCOc1ccccc1C1C(C(=O)OC)=C(C)N(C)C(C)=C1C(=O)OC	-17	-3%	-8%	0	-28%	-4.3	-11%	-2%	-17%
COc1cc(/C=C/C(=O)OC(C)C(=O)NC2CCCCC2C)cc(Cl)c1OC (stereo not given)	5	-3%	-7%	-5	11%	-0.6	0%	0%	-25%
CCN(CC)CCCNC(=O)c1oc2ccc3c(c2c1C)C(O)CC(C)(C)O3 (stereo not given)	7	0%	2%	-3	17%	-0.5	1%	-2%	15%
Nc1nc(N)nc(-c2cccc([N+](=O)[O-])c2)n1	x	0%	x	-1	x	x	x	-5%	7%
COc1cccc(C2CC(c3cccc(Br)c3)n3ncnc3N2)c1 (stereo not given)	-4	-1%	-20%	-2	-8%	6.2	3%	u	61%
O=C1C2C3CC(C(Br)C3Br)C2C(=O)N1CC1CCCO1 (stereo not given)	11	-5%	17%	-11	4%	0.8	-2%	0%	u
O=C(N/N=C/c1ccncc1)c1ccc(NS(=O)(=O)c2cccs2)cc1	1	-3%	7%	-1	5%	-1.5	4%	0%	-6%
COc1cc(C(CC(=O)Nc2ccccn2)N2Cc3ccccc3C2=O)cc(OC)c1OC (stereo not given)	x	-3%	-10%	-10	-4%	x	-5%	0%	0%
COc1ccc(NC(=O)CCNC(=O)Cn2cnc3ccccc3c2=O)c(OC)c1	-18	1%	2%	-4	-1%	-0.5	4%	6%	-13%
CCC(C)(C)NC(=O)C(c1ccccn1)N(C(=O)c1csnn1)c1ccccc1 (stereo not given)	-10	-3%	-8%	-9	18%	0.3	3%	-1%	12%
Nc1nc2c(ncn2-c2ccccc2)c(=O)[nH]1	x	0%	-7%	-5	-16%	x	-16%	2%	9%
Cc1onc(-c2c(F)cccc2Cl)c1C(=O)Nc1cccc(Cn2cccn2)c1	-13	0%	1%	-5	53%	-0.2	-4%	-2%	0%
Cc1csc(NC(=O)C2CCCN2C(=O)Oc2ccccc2)n1 (stereo not given)	x	-2%	0%	-5	-19%	x	-4%	2%	0%
O=C(Nc1cccc(F)c1)c1cnc2sc(N3CCCC3)nn2c1=O	x	-2%	0%	-8	-16%	-0.2	1%	5%	-3%
O=C1CN(N=Cc2ccco2)C(=O)N1	x	-2%	5%	-12	-4%	x	8%	0%	-18%
